# Compound activity: PubChem, Broad Institute
# EZH2 inh: EZH2 (human) methyltransferase inhibition. Q15910. PRC2 H3K27 methylation, DELFIA TRF, 1 h. inhibition, % at 12.5 µM. 57,000 compounds, 0.35% hits. AID 651548;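 active = mean inhibition of replicates at least 50% and every single replicate also reaching 50%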;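 also: dimethyl H3K27 on biotinylated H3 21-44 peptide detected by antibody; plate controls were median neutral control wells for no effect and median positive control wells for full effect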
# Target sequence (Q15910 whole entry, looked up): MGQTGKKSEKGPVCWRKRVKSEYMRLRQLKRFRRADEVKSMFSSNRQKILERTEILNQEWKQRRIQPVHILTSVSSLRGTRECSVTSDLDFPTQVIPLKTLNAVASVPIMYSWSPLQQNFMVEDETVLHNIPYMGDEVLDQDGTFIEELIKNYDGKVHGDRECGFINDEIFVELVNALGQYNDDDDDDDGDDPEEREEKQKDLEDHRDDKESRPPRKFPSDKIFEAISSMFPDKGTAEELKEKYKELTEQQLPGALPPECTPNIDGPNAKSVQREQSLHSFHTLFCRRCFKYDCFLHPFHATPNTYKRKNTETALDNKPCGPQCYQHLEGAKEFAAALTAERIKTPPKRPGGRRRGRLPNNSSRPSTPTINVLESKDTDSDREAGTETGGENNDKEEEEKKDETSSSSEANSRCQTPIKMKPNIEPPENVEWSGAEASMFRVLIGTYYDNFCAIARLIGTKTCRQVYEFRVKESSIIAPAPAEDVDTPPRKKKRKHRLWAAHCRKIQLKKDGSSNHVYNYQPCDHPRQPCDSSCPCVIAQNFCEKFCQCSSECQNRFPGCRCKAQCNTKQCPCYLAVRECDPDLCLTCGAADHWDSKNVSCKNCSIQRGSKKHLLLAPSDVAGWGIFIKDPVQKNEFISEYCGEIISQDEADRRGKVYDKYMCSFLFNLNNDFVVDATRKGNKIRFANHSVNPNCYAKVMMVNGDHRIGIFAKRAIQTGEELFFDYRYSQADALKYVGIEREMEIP
# IDH1 mut inh: blocks human IDH1 R132H reductase activity; diaphorase/resazurin fluorescence, 60 min; inhibition, % at 10 µM; 70,000 compounds, 0.18% hits; AID 624101; in the data active = inhibition above about 34%;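 also: 0% = DMSO and 100% = no enzyme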
# An asterisk follows results filed as active; nt = not tested or not shown. Not all compounds are listed. The share of hits here may be higher or lower than overall.
SMILES,EZH2 inh,IDH1 mut inh
CC(C)NC(=O)N[C@H]1CC[C@H](CCNC(=O)C2CCOCC2)O[C@H]1CO,12,0.0
C[C@@H]1CN([C@H](C)CO)C(=O)Cc2cc(NS(=O)(=O)c3ccccc3)ccc2O[C@H]1CN(C)Cc1ccccc1,8,0.2
O=C(C[C@H]1C=C[C@H](NC(=O)C2CC2)[C@H](CO)O1)Nc1nccs1,4,0.2
C[C@H](CO)N1C[C@H](C)[C@@H](CN(C)Cc2ccc(C(=O)O)cc2)Oc2ccc(NC(=O)Cn3cnnn3)cc2CC1=O,nt,3.4
COc1cccc(S(=O)(=O)Nc2ccc3c(c2)[C@@H]2C[C@H](CC(=O)NCC(F)(F)F)O[C@@H](CO)[C@@H]2O3)c1,-2,-2.0
COCC(=O)N(C)C[C@@H]1Oc2cc(-c3ccc(F)cc3)ccc2S(=O)(=O)N([C@H](C)CO)C[C@@H]1C,-1,0.8
[N-]=[N+]=NCc1ccccc1C[C@]1(C(N)=O)N=C(c2ccc(OCCCO)cc2)O[C@H]1c1ccccc1,-15,-0.2
COc1ccc(NC(=O)N(C)C[C@H]2OCCCC[C@@H](C)Oc3ccc(N(C)C)cc3C(=O)N([C@H](C)CO)C[C@H]2C)cc1,0,nt
C/C=C/c1cnc2c(c1)C(=O)N([C@@H](C)CO)C[C@H](C)[C@H](CN(C)S(=O)(=O)c1ccc(F)cc1)O2,nt,2.3
COc1ccc([Si](C)(C)[C@H]2[C@H](CCn3cc(CCO)nn3)O[C@@]3(C(=O)N(c4ccccc4)c4ccccc43)[C@@H]2C)cc1,27,-0.1

# Rewritten with two lines to a compound: entries from further up.
# Each structure is followed by: EZH2 inh | IDH1 mut inh
> COCC(=O)N(C)C[C@@H]1Oc2cc(-c3ccc(F)cc3)ccc2S(=O)(=O)N([C@H](C)CO)C[C@@H]1C
→ -1 | 0.8
> [N-]=[N+]=NCc1ccccc1C[C@]1(C(N)=O)N=C(c2ccc(OCCCO)cc2)O[C@H]1c1ccccc1
→ -15 | -0.2

# Next part
SMILES,EZH2 inh,IDH1 mut inh
CCN1CCN(C(=O)C(C)N(c2ccccc2)S(C)(=O)=O)CC1 (stereo not drawn),4,2.3
C[C@H]1CN([C@@H](C)CO)C(=O)c2cc(C#CCC3CCCC3)cnc2O[C@H]1CN(C)Cc1ccccn1,-3,3.1
COc1ccccc1-c1nc(SCC(=O)O)n[nH]1,24,0.3
C[C@@H]1CN([C@@H](C)CO)C(=O)Cc2cc(NC(=O)Nc3cccc4ccccc34)ccc2O[C@@H]1CN(C)Cc1ccccc1,-6,nt
CC(C)N=C(N)/N=C(\N)Nc1ccc(Cl)cc1,0,-0.1
C[C@@H]1CN([C@@H](C)CO)C(=O)Cc2cc(NC(=O)Cc3cn(C)c4ccccc34)ccc2O[C@@H]1CN(C)C(=O)Nc1ccccc1,4,-22
O=S(=O)(N[C@@H]1CC[C@@H](CCn2cc(C3(O)CCCC3)nn2)O[C@H]1CO)c1ccccc1,-16,0.2
C[C@H](CO)N1C[C@H](C)[C@H](CN(C)CC2CC2)Oc2cc(C#Cc3ccncc3)ccc2S1(=O)=O,-18,9.4
COc1ccc(C(=O)CSc2n[nH]c(-c3ccccc3)n2)cc1OC,0,0.1
Cc1ccccc1S(=O)(=O)N[C@H]1CC[C@@H](CCn2cc(-c3ccc(F)cc3)nn2)O[C@H]1CO,-13,0.3

# Single records, as listed above:
# O=C(C[C@H]1C=C[C@H](NC(=O)C2CC2)[C@H](CO)O1)Nc1nccs1 in the list: EZH2 inh = 4; IDH1 mut inh = 0.2
# CC(C)N=C(N)/N=C(\N)Nc1ccc(Cl)cc1 in the list: EZH2 inh = 0; IDH1 mut inh = -0.1

# (listing goes on)
SMILES,EZH2 inh,IDH1 mut inh
O=C(CCCCCCC(=O)Nc1ccccc1O)N/N=C/c1ccc(C(F)(F)F)cc1,-17,nt
CC(=O)c1ccc(NC(=O)COc2ccccc2C(N)=O)cc1,-5,-0.1
C[C@H](CO)N1C[C@H](C)[C@H](CN(C)S(=O)(=O)c2cccs2)Oc2ncc(C#Cc3ccc(C(F)(F)F)cc3)cc2C1=O,10,1.0
CC(NS(=O)(=O)c1ccc(F)cc1)C(=O)Nc1ccc(Oc2ccccc2)cc1 (stereo not drawn),18,0.1
C[C@@H]1CN([C@H](C)CO)C(=O)c2cccc(N(C)C)c2O[C@@H]1CN(C)C(=O)NC1CCCCC1,-5,-0.4
C[C@@H]1CCCCO[C@H](CN(C)C(=O)CCC(F)(F)F)[C@H](C)CN([C@@H](C)CO)C(=O)c2cc(N(C)C)ccc2O1,8,-1.2
CCOc1ccc(C(=O)Nc2ccc(OCC(=O)O)cc2)cc1,27,-0.7
C[C@H]1CN([C@@H](C)CO)C(=O)Cc2cc(NC(=O)C3CC3)ccc2O[C@H]1CN(C)S(=O)(=O)c1cn(C)cn1,nt,0.3
Cc1cc(N(CC(=O)Nc2ccccc2Cl)S(C)(=O)=O)ccc1Br,-8,-0.1
C[C@H]1CN([C@@H](C)CO)C(=O)c2cc(C#CCC3CCCC3)cnc2O[C@@H]1CN(C)C(=O)CN(C)C,-37,0.9
C[C@@H]1CN([C@@H](C)CO)C(=O)c2c(c3ccccc3n2C)-c2ccccc2CO[C@H]1CN(C)C(=O)Nc1ccc2c(c1)OCO2,-16,nt
CN1C2CCC1CC(NC(=O)c1nn(C)c3ccccc13)C2 (stereo not drawn),nt,0.1
C[C@@H]1CCCCO[C@@H](CN(C)Cc2ccccc2)[C@H](C)CN([C@@H](C)CO)C(=O)c2cc(NS(=O)(=O)c3ccccc3)ccc2O1,nt,1.3
CC(C)c1cn(CC[C@@H]2CC[C@@H](NS(=O)(=O)Cc3ccccc3)[C@@H](CO)O2)nn1,2,0.0
O=C(Cn1nnc2ccccc21)NCCN1CCCC1,-6,-0.5
CNC[C@H]1Oc2cc(C#Cc3ccccc3F)ccc2S(=O)(=O)N([C@H](C)CO)C[C@@H]1C,-44,0.2
CN(C)CC(=O)Nc1ccc2c(c1)[C@H]1C[C@@H](CC(=O)NCc3ccc(-c4ccccc4)cc3)O[C@H](CO)[C@H]1O2,-13,-1.7
C[C@H]1CN([C@@H](C)CO)C(=O)Cc2cc(NC(=O)CCCCCC(=O)Nc3ccccc3N)ccc2O[C@@H]1CN(C)S(=O)(=O)c1ccc(F)cc1,-5,0.1
C[C@H](CO)N1C[C@H](C)[C@@H](CN(C)Cc2ccncc2)Oc2ccc(NS(=O)(=O)c3cccs3)cc2C1=O,nt,3.6
CCCN1C[C@@H](C)[C@@H](OC)CN(C)C(=O)c2cc(NC(=O)c3cccc(OC)c3)ccc2OC[C@H]1C,-4,-0.3

# In the list so far, these have a Cl atom:
SMILES,EZH2 inh,IDH1 mut inh
CC(C)N=C(N)/N=C(\N)Nc1ccc(Cl)cc1,0,-0.1
Cc1cc(N(CC(=O)Nc2ccccc2Cl)S(C)(=O)=O)ccc1Br,-8,-0.1

# (more compounds)
SMILES,EZH2 inh,IDH1 mut inh
O=C(C[C@@H]1C[C@H]2c3cc(NC(=O)Nc4ccc(F)cc4)ccc3O[C@H]2[C@H](CO)O1)NC1CCCC1,15,-0.3
CCC(=O)N(C)C[C@@H]1Oc2cc(C#CC3CCCC3)ccc2S(=O)(=O)N([C@@H](C)CO)C[C@@H]1C,-7,1.0
COc1ccc(C)cc1S(=O)(=O)N(C)CC(=O)N1CCCCC1,-6,-0.4
CNC[C@@H]1OCCCC[C@H](C)Oc2ccc(NC(=O)CCC(F)(F)F)cc2C(=O)N([C@H](C)CO)C[C@@H]1C,-2,3.0
COc1ccccc1CN1C[C@H](C)[C@H](OC)CN(C)C(=O)c2cc(NC(C)=O)ccc2OC[C@@H]1C,8,0.1
C[C@H]1CN([C@@H](C)CO)C(=O)c2cc(/C=C/c3ccccc3)cnc2O[C@@H]1CN(C)Cc1cccc(C(=O)O)c1,nt,0.0
COc1ccc(NC(=O)N(C)C[C@@H]2Oc3c(NS(=O)(=O)c4ccc(C)cc4)cccc3C(=O)N([C@@H](C)CO)C[C@H]2C)cc1,nt,-2.2
O=C(CN1CCOCC1)N[C@H]1CC[C@H](CCNC(=O)C2CCCCC2)O[C@H]1CO,-5,-0.2
C[C@@H]1CN([C@H](C)CO)C(=O)Cc2cc(NC(=O)CCCN(C)C)ccc2O[C@H]1CN(C)CC1CCCCC1,-1,0.2
C[C@H](CO)N1C[C@H](C)[C@@H](CN(C)S(=O)(=O)c2ccc(Oc3ccccc3)cc2)OCc2cnnn2CCCC1=O,-8,-0.8
CCC(=O)N[C@@H]1CC[C@H](CC(=O)NCC2CCCCC2)O[C@H]1CO,18,-0.5
O=C(C[C@@H]1C=C[C@H](NC(=O)Nc2cc(F)ccc2F)[C@@H](CO)O1)NCc1ccc2c(c1)OCO2,12,-0.3
COc1ccc(CN(C)C[C@H]2Oc3ccc(NS(=O)(=O)c4ccccc4)cc3CC(=O)N([C@@H](C)CO)C[C@@H]2C)cc1,nt,-0.5
Cc1noc(C)c1NC(=O)N[C@H]1C=C[C@H](CC(=O)N2CCCCC2)O[C@@H]1CO,2,-0.3
Cc1ccc(S(=O)(=O)N(C)C[C@H]2OCCCC[C@H](C)Oc3ccc(NC(=O)NC4CCCCC4)cc3C(=O)N([C@H](C)CO)C[C@H]2C)cc1,nt,-10
C[C@@H]1CN([C@H](C)CO)C(=O)c2cc(C#CC3CC3)cnc2O[C@H]1CN(C)C(=O)c1ccccc1,-6,-0.4
C[C@H](CO)N1C[C@H](C)[C@@H](CN(C)C(=O)Nc2ccccc2)Oc2c(NC(=O)c3ccncc3)cccc2C1=O,nt,5.1
COc1cccc(N(CC(=O)Nc2cccc(Cl)c2C)S(C)(=O)=O)c1,-1,-0.1
C[C@H]1CCCCO[C@H](CN(C)S(=O)(=O)c2cn(C)cn2)[C@@H](C)CN([C@@H](C)CO)C(=O)c2cc(NC(=O)Nc3ccc(C(F)(F)F)cc3)ccc2O1,nt,1.5
COc1ccc(NC(=O)N(C)C[C@@H]2Oc3ccc(N(C)C)cc3CC(=O)N([C@H](C)CO)C[C@@H]2C)cc1,-7,nt

# Grouped by structure, those above with an aryl thioether with sulfur outside any ring (two)
SMILES,EZH2 inh,IDH1 mut inh
COc1ccccc1-c1nc(SCC(=O)O)n[nH]1,24,0.3
COc1ccc(C(=O)CSc2n[nH]c(-c3ccccc3)n2)cc1OC,0,0.1

# Following part:
SMILES,EZH2 inh,IDH1 mut inh
CNC[C@@H]1Oc2ccc(N(C)C)cc2CC(=O)N([C@H](C)CO)C[C@H]1C,9,3.9
COc1ccc(N2C(=O)CC(SCC(=O)Nc3cccc(Br)c3)C2=O)cc1 (stereo not drawn),9,0.2
COC(=O)c1ccc(NC(=O)C(C)N(c2ccc(C)cc2)S(C)(=O)=O)cc1 (stereo not drawn),-1,-0.1
CCCC#Cc1cnc2c(c1)C(=O)N([C@@H](C)CO)C[C@@H](C)[C@H](CN(C)CCC)O2,nt,-0.1
COc1ccc(C#Cc2ccc3c(c2)O[C@H](CN(C)C)[C@H](C)CN([C@H](C)CO)S3(=O)=O)cc1,-18,-0.7
CC(C)NC(=O)N(C)C[C@@H]1Oc2ccc(NC(=O)Cn3cnnn3)cc2CC(=O)N([C@H](C)CO)C[C@@H]1C,nt,2.8
C[C@H](CO)N1C[C@H](C)[C@@H](CN(C)Cc2ccc(-c3ccccc3)cc2)Oc2ccc(NC(=O)Cn3cnnn3)cc2CC1=O,-50,-0.2
C[C@H](CO)N1C[C@H](C)[C@@H](CN(C)Cc2ccccc2)Oc2ccc(NC(=O)C3CC3)cc2C1=O,0,nt
C[C@H](CO)N1C[C@H](C)[C@@H](CN(C)S(=O)(=O)c2cccs2)Oc2c(NC(=O)Nc3ccc4c(c3)OCO4)cccc2C1=O,nt,6.0
C[C@H](CO)N1C[C@H](C)[C@@H](CN(C)C(=O)Nc2cccc3ccccc23)OCCCC[C@H](C)Oc2ccc(NC(=O)C3CCCCC3)cc2C1=O,nt,-3.7
C[C@@H]1CN([C@H](C)CO)S(=O)(=O)c2ccc(-c3cncnc3)cc2O[C@@H]1CN(C)C,12,5.6
CO[C@H](CN(C)C(=O)c1cnccn1)[C@H](C)CN([C@H](C)CO)S(=O)(=O)c1ccc(Cl)cc1,-5,-0.1
CO[C@@H]1CN(C)C(=O)c2cc(NS(=O)(=O)c3ccccc3)ccc2OC[C@@H](C)N(Cc2nccs2)C[C@@H]1C,9,-0.1
O=C(Nc1ccccc1[N+](=O)[O-])c1cccc(S(=O)(=O)Nc2ccc(I)cc2)c1,41,-0.3
C[C@@H]1CCCCO[C@H](CN(C)Cc2ccncc2)[C@@H](C)CN([C@H](C)CO)C(=O)c2cc(NC(=O)c3ccncc3)ccc2O1,-6,3.9
O=C(C[C@@H]1C=C[C@H](NC(=O)Cc2ccccn2)[C@H](CO)O1)NCCc1ccncc1,11,0.5
Cc1c(CC(=O)O)c(=O)oc2c(C)c(OC(C)C(=O)O)ccc12 (stereo not drawn),-2,-0.1
C[C@H]1CN([C@@H](C)CO)S(=O)(=O)c2ccc(-c3cccc(F)c3)cc2O[C@H]1CN(C)C(=O)c1cccc(F)c1,12,-3.4
CC(C)(C)OC(=O)NC1(/C=N/NC(=O)CCCCC(=O)NO)CCCC1,-2,0.1
C[C@H]1CN([C@@H](C)CO)C(=O)c2cc(C3=CCCCC3)cnc2O[C@@H]1CN(C)C(=O)Cc1ccncc1,-2,nt
CCCNC(=O)Nc1ccc2c(c1)OC[C@@H](C)N(C(=O)C1CCC1)C[C@H](C)[C@H](OC)CN(C)C2=O,-5,-0.1
COc1ccc(NC(=O)Nc2ccc3c(c2)C(=O)N([C@H](C)CO)C[C@H](C)[C@H](CN(C)S(=O)(=O)c2c(C)noc2C)OCCCC[C@@H](C)O3)cc1,nt,-1.1
Cc1cccc(NC(=O)COc2ccc(S(=O)(=O)N3CCCCC3)cc2Cl)c1C,15,0.7
COC(=O)c1ccccc1NC(=O)C(C)Oc1ccccc1 (stereo not drawn),13,-0.4
